# High-throughput results from PubChem.
# GRP78 ERSR act: inducers of ER stress response in human glioma cells; U87-MG GRP78 promoter luciferase reporter, 16 h; Potency, µM, without a hit: at the top dose activation, most hits filed as activators; actives 0.02% (n = 420,000); further: potency means the concentration at half of the fitted maximal effect; series mostly up to about 76 µM; % of control where 0% means no effect; nearly all actives have a fitted effect of over 35% in size
#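 Stably transfected U87-MG glioma cells carrying a GRP78-based luciferase sensor; 16 h compound incubation. Luminescence end-point read 10 min after Bright-Glo addition at room temperature.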
# RXFP1 ag: RXFP1 (human) receptor agonism | HEK293T-RXFP1 cAMP TR-FRET, 30 min; response scale: percent of porcine relaxin response, buffer zero | Potency, µM (doses to about 57.5 µM), for inactives: at the highest dose activation, hits mostly activators | actives 0.3% (n = 370,000) | Q9HBX9; further: potency means the concentration at half of the fitted maximal effect; on the % scale 0 is the no-effect control and ±100 the full control effect; nearly all actives have a fitted effect of over 60% in size; many of its hits are not listed in these tables
#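 Agonist response is measured as cAMP accumulation in an RXFP1-transfected HEK293T line under PDE4 inhibition. Values are scaled between buffer-only and 29 nM porcine relaxin, and EC50s come from standard Hill equation fits.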
# Vif-A3F inh: blocks the Vif interaction with APOBEC3F | HeLa A3F-eYFP + Vif (tagged APOBEC3F with the HIV-1 protein that degrades it), YFP fluorescence increase | Potency, µM (doses to about 46.1 µM), for inactives: at the top dose activity, negative = active | actives 0.2% (n = 390,000) | AID 602313; further: potency means the concentration at half of the fitted maximal effect; % of control where 0% means no effect; nearly all actives have a fitted effect of over 65% in size
#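 Fluorescence increase (Ex 488/Em 500-530) after overnight compound treatment at 37 deg C flags inhibition of Vif-driven A3F-eYFP loss in stable HeLa A3F-eYFP/Vif cells seeded overnight beforehand.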
# D1 antag: human D1 dopamine receptor antagonism; P21728; HEK293 TREx D1 cells, calcium flux, dopamine EC80; hits give low values; activity change, negative = inhibition, % at 10 µM; actives 3.2% (n = 360,000); in the data active means activity change below about -30%; further: on the % scale 0 is the no-effect control and ±100 the full control effect
# Target sequence (P21728 whole entry, looked up): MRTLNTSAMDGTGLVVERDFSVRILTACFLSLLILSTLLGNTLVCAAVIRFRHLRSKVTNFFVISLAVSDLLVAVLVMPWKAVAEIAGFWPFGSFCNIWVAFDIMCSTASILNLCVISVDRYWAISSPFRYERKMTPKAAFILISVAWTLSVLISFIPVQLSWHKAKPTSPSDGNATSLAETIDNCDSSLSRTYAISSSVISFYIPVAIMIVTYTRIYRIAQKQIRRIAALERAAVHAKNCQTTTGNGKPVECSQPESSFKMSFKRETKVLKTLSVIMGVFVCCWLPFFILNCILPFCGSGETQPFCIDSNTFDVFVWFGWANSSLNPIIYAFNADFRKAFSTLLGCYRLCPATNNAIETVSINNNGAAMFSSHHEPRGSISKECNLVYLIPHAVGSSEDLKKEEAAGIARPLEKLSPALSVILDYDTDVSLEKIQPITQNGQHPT
#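 Compound effects on dopamine-evoked calcium signalling were measured in tetracycline-induced HEK293 Trex D1 cells. Dopamine at EC80 followed a 180 s compound pre-read, and fluorescence was tracked kinetically for 180 s more.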
# Vif-APOBEC3G blk: blocks the Vif interaction with human APOBEC3G. HeLa A3G-eYFP + Vif (tagged APOBEC3G with the HIV-1 protein that degrades it), YFP fluorescence, overnight. Potency, µM (top dose mostly 46.1 µM), inactives show top-dose activity, negative = active, hits mostly inhibitors. actives 0.076% (n = 410,000). AID 602310;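 further: potency means the concentration at half of the fitted maximal effect; on the % scale 0 is the no-effect control and ±100 the full control effect; nearly all actives have a fitted effect of over 60% in size; hits raise eYFP signal because A3G escapes Vif-driven loss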
# Target sequence (Q9HC16 whole entry, looked up): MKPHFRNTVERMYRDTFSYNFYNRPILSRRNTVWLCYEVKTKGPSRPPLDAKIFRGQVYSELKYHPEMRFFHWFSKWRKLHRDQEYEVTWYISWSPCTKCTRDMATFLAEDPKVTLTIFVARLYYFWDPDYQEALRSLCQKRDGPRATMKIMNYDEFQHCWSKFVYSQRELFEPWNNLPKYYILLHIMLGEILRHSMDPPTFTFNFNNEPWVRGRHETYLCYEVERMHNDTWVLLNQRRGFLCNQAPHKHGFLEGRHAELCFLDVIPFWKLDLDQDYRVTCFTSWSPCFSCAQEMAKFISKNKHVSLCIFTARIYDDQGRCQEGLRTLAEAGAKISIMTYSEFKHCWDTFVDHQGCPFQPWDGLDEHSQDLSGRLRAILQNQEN
#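 Read-out is eYFP fluorescence (Ex 488/Em 500-530) from Vif-expressing HeLa A3G-eYFP cells; more signal means A3G escaped Vif-mediated degradation. Cells plated overnight, compound pinned in, incubated overnight at 37 deg C.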
# D1 agonist: activates the human D1 dopamine receptor; activation, % at 2 µM; P21728; actives 1% (n = 360,000); HEK293 T-REx D1 cells, calcium flux, agonist mode; AID 504660; in the data active means activation above about 30%; further: 0% is about no effect
#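 Agonism was scored from calcium flux recorded over 180 s (1 read/s) after pintool compound addition, following a 10-cycle baseline. Cells were inducible force-coupled HEK293 TREx D1, plated overnight at 30 C and loaded with no-wash calcium dye.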
# D2 PAM: positively modulates the human D2 dopamine receptor allosterically; P14416; HEK293 T-REx D2, calcium flux, EC20 dopamine potentiation; potentiation, % at 10 µM; actives 0.34% (n = 340,000);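 active means potentiation over 3 SD above the plate norm, cut at about 30% in these data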; further: 0% is about no effect
#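 Potentiation of an EC20 dopamine calcium response is measured in a force-coupled, tetracycline-inducible Hek293 Trex D2 line. Compound-only kinetic reads over 180 s flag agonists before dopamine addition.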
# D1 PAM: potentiators of human D1 dopamine receptor; P21728; HEK293 TREx D1 cells, calcium flux, dopamine EC20 potentiation; potentiation, % at 10 µM; actives 0.036% (n = 360,000); AID 504651; in the data active means potentiation above about 30%; further: 0% is about no effect
# LDHA inh: blocks human lactate dehydrogenase A; P00338; activity change, % (values are at about 110 or 230 µM); actives 0.15% (n = 480,000); purified LDHA, NADH/diaphorase-resazurin fluorescence; hits give low values; in the data active means activity change below about -30%; inconclusive means mostly about -25% to -30%;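 further: plate controls were DMSO wells for no effect and wells without enzyme for full effect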
#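 Human LDH5 at 2 nM final in Tris HCl pH 7.4 with 0.06 mM NADH and 0.2 mM pyruvate, reacted 5 minutes at room temperature. Remaining NADH coupled via diaphorase/resazurin; resorufin fluorescence read at 0 and 20 minutes, normalized to enzyme-free and DMSO wells.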
# * = called active by the depositor; ? = inconclusive; . = not tested or not shown. Unless noted, the call rests on the fitted dose curve; in most records, active means well fitted curve in the direction sought with a large enough effect; inconclusive means small, poorly fitted or top-dose-only effect, or another doubt; inactive means no such curve, though single readings can be large; an effect the other way counts as inactive or inconclusive. An excerpt (hit frequency here may not be typical).
SMILES | GRP78 ERSR act | RXFP1 ag | Vif-A3F inh | D1 antag | Vif-APOBEC3G blk | D1 agonist | D2 PAM | D1 PAM | LDHA inh
COc1ccc(N2CCN(Cc3cc4c(cc3Br)OCCO4)CC2)cc1 | -8% | 0.5% | 0% | -5 | -1% | 8 | -16 | . | 8
Cc1cccc(N2CC(O)(c3cccs3)[N+]3=C2CCCC3)c1C (stereo not given) | -5% | 0.0% | -3% | -2 | 8% | -1 | -9 | -3 | -14
COc1ccc(OC)c(NC(=O)CC2C(=O)NCCN2C(=O)C(F)(F)F)c1 (stereo not given) | -4% | -0.2% | -17% | -11 | 3% | 1 | 6 | 3 | -9
CC(NC(=O)C(=O)NCC1CCCO1)c1ccccc1 (stereo not given) | -1% | 1.8% | 16% | 3 | 1% | 2 | 9 | -4 | -2
O=C(COC(=O)c1cc(Br)ccc1O)Nc1ccc2c(c1)OCO2 | 2% | -0.3% | -2% | -26 | 3% | 8 | -8 | -7 | -3
CCCc1cc(C(=O)OC)c(NC(=O)c2cc(C)on2)s1 | -4% | -0.4% | 0% | 42 | -2% | 4 | 16 | 10 | -1
Cc1cc(C)cc(NC(=O)Nc2ccc3ccccc3n2)c1 | -3% | 0.5% | 4% | 8 | -3% | 3 | -2 | -3 | -3
CC/C(Cc1ccccc1)=N/NC(=O)CCn1nnc2ccccc21 | -1% | 2.4% | 10% | 4 | 2% | 2 | 0 | -2 | -10
CCn1c(=O)n(CC)c2cc(N3CCCC3)c(NC(=O)c3c(F)cccc3F)cc21 | -4% | -1.5% | 5% | -17 | 1% | 1 | 11 | -20 | 14
CCN(c1ccccc1)S(=O)(=O)c1cc(NC(=O)CN2CCN(C)CC2)ccc1Cl | -2% | . | -4% | . | 1% | . | . | . | ?
O=C(COc1ccc(-c2nnco2)cc1)N1CCN(S(=O)(=O)c2ccc3ccccc3c2)CC1 | -7% | 0.2% | . | 10 | 2% | 5 | 8 | 6 | -8
CCOC(=O)C1CCCN(S(=O)(=O)c2cc(-c3cc(C)no3)ccc2C)C1 (stereo not given) | 0% | -2.3% | -5% | -4 | 8% | 4 | 5 | -2 | 0
CN(C)S(=O)(=O)c1ccc(/C(O)=C2/C(=O)C(=O)N(CCN3CCCCC3)C2c2cccnc2)cc1 (stereo not given) | -3% | . | 1% | . | 0% | . | . | . | 0
CN(C)C(=O)c1cc(C(=O)c2ccc(F)cc2F)c[nH]1 | -1% | -0.8% | 14% | -2 | -10% | 3 | 18 | 2 | -10
OCCN1CCN(Cc2nc(-c3cccc(Cl)c3)no2)CC1 | 2% | -0.1% | 11% | 10 | 1% | 3 | -2 | -6 | -9
Cc1ccccc1CNS(=O)(=O)c1c(C(=O)N2CCCC2)c(C)n(C)c1C | -2% | 2.0% | -10% | -23 | 1% | -1 | 7 | -8 | -2
O=C(N/N=C/c1cn(-c2cccs2)nc1-c1ccccc1)c1ccccc1Cl | 4% | -0.8% | -4% | -13 | 0% | 2 | -3 | -3 | -5
O=C(CSc1nc2ccccc2[nH]1)NC1CCCC1 | -2% | 0.8% | 4% | 0 | -6% | 4 | 2 | 12 | 1
O=C(N1CCOCC1)N1CCN(S(=O)(=O)N2CCOCC2)CC1 | -1% | 0.5% | -2% | -10 | 3% | 4 | -10 | -3 | -5
Cn1c(SCC(=O)c2ccc3c(c2)OCO3)nnc1-c1ccccn1 | 0% | 1.0% | 5% | -6 | -3% | 1 | 4 | -7 | -2
CN1OC[C@@H]2CN(C(=O)C(C)(C)C)[C@H](c3cccc(Oc4ccccc4)c3)C[C@@H]21 | -2% | . | -3% | . | -3% | . | . | . | 0
Cc1nnc(SCCn2c(Br)nc3c2c(=O)[nH]c(=O)n3C)s1 | -1% | 3.9% | -6% | -4 | 1% | 0 | -7 | -3 | -8
COC(=O)c1sccc1NC(=O)Nc1cccc(F)c1 | 5% | 4.0% | 6% | 5 | -2% | 2 | -9 | 2 | -1
CCOc1ccc(NS(=O)(=O)c2ccc(SC)cc2)cc1 | 14% | -0.5% | 1% | -13 | -1% | 17 | -3 | -7 | 1
O=C(Cn1c(COc2ccccc2)nc2ccccc21)Nc1cc(Cl)ccc1Cl | -3% | 2.5% | 6% | 7 | 0% | 0 | 1 | -9 | -9
CCn1c(C)nnc1SCC(=O)Nc1cccc(Cl)c1 | 0% | 0.9% | 7% | -43* | -6% | -4 | -6 | 0 | -7
Cc1ccc(NC(=O)COc2ccc(C(=O)NCCc3ccccc3)cc2)cc1 | 1% | . | 0% | . | 2% | . | . | . | -20
CCC(NC(=S)Nc1ccccc1)C(=O)O (stereo not given) | -3% | 4.5% | 1% | -13 | 0% | 2 | -5 | -6 | -6
O=C(N/N=C/c1cccnc1)c1cccc(S(=O)(=O)Nc2cccc(Cl)c2)c1 | 1% | -1.6% | -2% | -9 | 0% | 4 | 3 | 2 | -3
COc1ccc(CNC(=O)c2ccc3nc(CCc4ccccc4)oc3c2)cc1OC | -2% | 2.7% | -8% | -5 | -6% | 22 | 8 | -3 | -6

# With a hit mark in D1 antag, of those listed so far:
structure	GRP78 ERSR act	RXFP1 ag	D1 antag	Vif-APOBEC3G blk	D1 agonist	D2 PAM	D1 PAM
CCn1c(C)nnc1SCC(=O)Nc1cccc(Cl)c1	0%	0.9%	-43*	-6%	-4	-6	0

# Full records, looked up by structure. Order of screens: GRP78 ERSR act | RXFP1 ag | Vif-A3F inh | D1 antag | Vif-APOBEC3G blk | D1 agonist | D2 PAM | D1 PAM | LDHA inh
# Entry for OCCN1CCN(Cc2nc(-c3cccc(Cl)c3)no2)CC1 = 2% | -0.1% | 11% | 10 | 1% | 3 | -2 | -6 | -9
# Entry for CCOc1ccc(NS(=O)(=O)c2ccc(SC)cc2)cc1 = 14% | -0.5% | 1% | -13 | -1% | 17 | -3 | -7 | 1
# Entry for CCn1c(=O)n(CC)c2cc(N3CCCC3)c(NC(=O)c3c(F)cccc3F)cc21 = -4% | -1.5% | 5% | -17 | 1% | 1 | 11 | -20 | 14
# Entry for COc1ccc(N2CCN(Cc3cc4c(cc3Br)OCCO4)CC2)cc1 = -8% | 0.5% | 0% | -5 | -1% | 8 | -16 | . | 8
# Entry for O=C(N/N=C/c1cn(-c2cccs2)nc1-c1ccccc1)c1ccccc1Cl = 4% | -0.8% | -4% | -13 | 0% | 2 | -3 | -3 | -5

# Next results
SMILES | GRP78 ERSR act | RXFP1 ag | Vif-A3F inh | D1 antag | Vif-APOBEC3G blk | D1 agonist | D2 PAM | D1 PAM | LDHA inh
Cc1nc(C)n(CCNC(=O)c2ccco2)n1 | 1% | -1.0% | -19% | 26 | -1% | 2 | 14 | -1 | -7
Cc1ccc(C(=O)Nc2ccc(C(=O)O)cc2)cc1S(=O)(=O)Nc1cccc([N+](=O)[O-])c1 | -4% | 1.3% | 7% | -12 | -1% | 4 | -4 | -8 | -11
CSCCC(NC(=O)COc1ccccc1)C(=O)N1CCN(c2ccccc2Cl)CC1 (stereo not given) | -2% | 0.2% | -11% | -5 | -16% | 1 | -2 | -3 | -3
CC(=O)CCN1C(=O)NC2(CCCc3ccccc32)C1=O (stereo not given) | 0% | -0.4% | -4% | -2 | 4% | 3 | -7 | 2 | -3
O=C(/C=C/c1cccc([N+](=O)[O-])c1)Nn1c(-c2ccccc2F)nc2ccccc2c1=O | 0% | 6.8% | 1% | 1 | -10% | 3 | 6 | 0 | -5
COc1ccc(NS(=O)(=O)c2cc(N)ccc2N2CCOCC2)cc1 | -3% | 2.3% | 2% | -9 | 1% | 1 | 5 | -5 | -13
CCN1CCOC(CC(=O)Nc2ccc([N+](=O)[O-])cc2)C1=O (stereo not given) | -8% | 3.5% | -2% | -11 | -4% | 2 | -6 | -5 | -5
Cc1ccc(S(=O)(=O)N2CCCCC2)cc1NC(=O)c1ccco1 | -3% | . | -3% | . | -2% | . | . | . | 0
COCCN(CCOC)C(=O)Nc1ccc(Cl)cc1 | 12% | 3.3% | 11% | -7 | 3% | 1 | -1 | 0 | 2
COc1ccc(N2CC(C(=O)N[C@H](C(=O)NC3CCCC3)C(C)C)CC2=O)cc1 (stereo not given in full) | -2% | -0.2% | -5% | 21 | 0% | 1 | -14 | -1 | -1
CCN(CC)S(=O)(=O)c1ccc2nc(COC(=O)c3n[nH]c4ccccc34)[nH]c2c1 | -4% | 9.2% | -3% | 1 | -2% | 2 | 2 | -2 | 0
CC(=O)Nc1c2c(nn1-c1ccccc1C)CSC2 | -4% | -0.4% | -6% | 8 | 1% | 0 | 8 | -1 | -4
O=C(O)C1CCCN(S(=O)(=O)c2ccccc2)C1 (stereo not given) | -8% | 0.2% | 3% | 16 | -6% | 5 | -3 | -4 | -9
COc1ccc(CCNC(=O)Cn2nnc(-c3ccccc3F)n2)cc1OC | -2% | -0.3% | 3% | 18 | 2% | 2 | 27 | 0 | -2
COc1ccnc2c1c(=O)n(Cc1ccccc1Cl)c(=O)n2C | -3% | 1.6% | -11% | 9 | -1% | 1 | 7 | 1 | 2
CC(=O)N1CCc2nc3ccccc3cc21 | -4% | . | -2% | . | -8% | . | . | . | -7
CC1=NN(C)C(=O)C1Cc1c(F)cccc1Cl (stereo not given) | -4% | . | 1% | . | 0% | . | . | . | -7
O=C(Oc1ccc(/C=N/NC(=O)c2ccccn2)cc1)c1cccc(F)c1 | 0% | . | -9% | . | 1% | . | . | . | 0
CCN1CCN(C(c2ccccc2F)c2c(O)cc(C)n(CCOC)c2=O)CC1 (stereo not given) | 0% | 3.0% | 2% | 11 | 1% | -1 | -7 | 1 | -5

# Gathered by group, those above containing a furan ring, fused or not (2)
SMILES | GRP78 ERSR act | RXFP1 ag | Vif-A3F inh | D1 antag | Vif-APOBEC3G blk | D1 agonist | D2 PAM | D1 PAM | LDHA inh
Cc1nc(C)n(CCNC(=O)c2ccco2)n1 | 1% | -1.0% | -19% | 26 | -1% | 2 | 14 | -1 | -7
Cc1ccc(S(=O)(=O)N2CCCCC2)cc1NC(=O)c1ccco1 | -3% | . | -3% | . | -2% | . | . | . | 0
